# Screens from PubChem BioAssay.
# H1N1 NS1A inhibition: H1N1 influenza NS1A inhibitors, functional cell based assay (AID 504329). NS1A functional cell-based assay, percent inhibition; higher % means a stronger effect. one-dose inhibition, % at 12.5 µM; IC50 in µM for titrated hits. actives 0.3% (n = 340,000); in the data active = a potency from the dose series; inconclusive = inhibition above about 27% without an active follow-up result; also: strong numbers were not always called active
# H37Rv inhibition: M. tuberculosis growth inhibition, HTS (AID 449762) | actives 0.59% (n = 330,000) | M. tuberculosis H37Rv growth inhibition, 7H9 media; higher % means a stronger effect | inhibition, % at 25 µM; hits with a dose series show IC50 in µM; in the data active = a potency from the dose series; inconclusive = inhibition above about 70% without an active follow-up result;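 also: bacterial growth assessed after seven days of incubation; strong numbers were not always called active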
# VEEV TC-83 Vero: inhibitors of VEEV TC-83 cytopathic effect, confirmation, Vero cells (AID 588727). Vero cells, VEEV TC-83 cytopathic effect inhibition; higher % means a stronger effect. inhibition, % at 20 µM; hits with a dose series show IC50 in µM. actives 0.13% (n = 350,000); in the data active = a potency from the dose series; inconclusive = inhibition mostly from about 14% at the one dose, without a potency; inactive = the rest, 99 in 100 with inhibition below about 12%; also: strong numbers were not always called active
# Salmonella PhoP GFP: PhoP regulon inhibitors, Salmonella typhi PhoP promoter GFP reporter, confirmatory (AID 1850) | actives 0.33% (n = 310,000) | inhibition, % at 50 µM; hits with a dose series show IC50 in µM | Salmonella Typhi PhoP-promoter GFP reporter, fluorescence, 4 h; higher % means a stronger effect; in the data active = a potency from the dose series; inconclusive = inhibition mostly from about 25% at the one dose, without a potency; inactive = the rest, 99 in 100 with inhibition below about 19%;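 also: 0% = induced wells with vehicle and 100% = uninduced wells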
# tuberculosis growth: growth inhibition of non-replicating M. tuberculosis (AID 488890) | Mycobacterium tuberculosis non-replicating, growth inhibition; higher % means a stronger effect | inhibition, % at 25 µM; hits with a dose series show IC50 in µM | actives 0.39% (n = 320,000); in the data active = a potency from the dose series; inconclusive = inhibition mostly from about 82% at the one dose, without a potency; inactive = the rest, 99 in 100 with inhibition below about 76%;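 also: plate controls were DMSO cells for no effect and high antibiotic wells for full effect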
# VEEV TC-83 Vero 10K pilot screen: second read-out of VEEV TC-83 Vero, no call of its own (marks repeat the call); inhibition, %; measured here: 10K pilot screen inhibition
# Starred values were filed as active, the others as inactive; i = inactive; ? = inconclusive; . = not tested or not shown. This is a random part of the collection. Share with any hit: about 1.5%.
SMILES,H1N1 NS1A inhibition,H37Rv inhibition,VEEV TC-83 Vero,Salmonella PhoP GFP,tuberculosis growth,others
Cc1ccc(-c2nc3ncccc3o2)cc1NC(=O)C(C)C,0%,-1%,1.1%,6%,-14%,
O=C(O)/C(=C\c1cccc(C(F)(F)F)c1)c1ccc(S(=O)(=O)N2CCCC2)s1,-1%,6%,0.8%,.,37%,
CC(C)Oc1ccc(C2c3c(oc4ccccc4c3=O)C(=O)N2CCCN2CCOCC2)cc1 (centres undefined),9%,-5%,2.9%,-2%,3%,
CCN(CC)c1ccc(C2N(C(=O)N3CCOCC3)CCN2S(=O)(=O)c2ccc(C)cc2)cc1 (centres undefined),7%,-1%,3.8%,1%,1%,
COc1cccc(N(CC(=O)N2CCCC2)S(C)(=O)=O)c1,-5%,1%,0.1%,1%,6%,
O=S(=O)(/N=C(/NC(=S)Nc1ccccc1)c1ccccc1)c1ccc(Cl)cc1,3%,16%,i,11%,18%,
CCOC(=O)C(=O)/C(C#N)=C/Nc1ccccc1,-5%,3%,0.5%,14%,-5%,
C=CCN1C(=O)/C(=C/c2ccc(O)cc2)S/C1=N/c1nccs1,-10%,-8%,i,-3%,3%,VEEV TC-83 Vero 10K pilot screen=5.2
CCCCn1c(NS(=O)(=O)c2ccccc2)c(C(=O)OCC)c2nc3ccccc3nc21,-2%,-3%,3.1%,35µM*,24%,
CC#CCNCc1ccccc1,5%,-3%,i,-5%,8%,
O=C(CC1NC(=O)NC1=O)Nc1ccccc1 (centres undefined),2%,-11%,0.5%,10%,7%,
O=C1CN(C(=O)CCN2CCOCC2)C(c2ccccc2)c2cc(Br)ccc2N1 (centres undefined),5%,-5%,2.7%,-3%,18%,
NS(=O)(=O)c1cc([N+](=O)[O-])ccc1NCc1cccnc1,-7%,-1%,0.5%,0%,-28%,
O=C(Nc1ncn[nH]1)c1cccc(S(=O)(=O)N2CCOCC2)c1,-10%,-9%,0.8%,6%,-4%,
CCCS/C(N)=N/N=C/c1ccccc1O,-62%,?,1.1%,0%,?,
O=C(CN1CCN(C/C=C/c2ccccc2)CC1)NCc1ccc(Cl)cc1,-10%,3%,i,-1%,33%,
CCOC(=O)N1CCN(c2ccc([N+](=O)[O-])cc2F)CC1C (centres undefined),3%,-1%,0.9%,-5%,74%,
CCN=C(NCC)SC1CC(=O)N(c2cccc(OC)c2)C1=O (centres undefined),-9%,3%,0.8%,-4%,-13%,
CCOC(=O)c1c(S(=O)(=O)NCC(=O)Nc2ccc(OC)cc2)c(C)n(C)c1C,-2%,1%,i,4%,-6%,
N#Cc1cnn2c(C(F)(F)F)cc(-c3ccccc3)nc12,-6%,7%,0.4%,-1%,4%,

# 3 compounds out of the list, ordered by length of the SMILES, lowest first.
SMILES,H1N1 NS1A inhibition,H37Rv inhibition,VEEV TC-83 Vero,Salmonella PhoP GFP,tuberculosis growth,others
COc1cccc(N(CC(=O)N2CCCC2)S(C)(=O)=O)c1,-5%,1%,0.1%,1%,6%,
NS(=O)(=O)c1cc([N+](=O)[O-])ccc1NCc1cccnc1,-7%,-1%,0.5%,0%,-28%,
O=C(O)/C(=C\c1cccc(C(F)(F)F)c1)c1ccc(S(=O)(=O)N2CCCC2)s1,-1%,6%,0.8%,.,37%,

# Back to the main list, repeating the 5 entries before the break.
SMILES,H1N1 NS1A inhibition,H37Rv inhibition,VEEV TC-83 Vero,Salmonella PhoP GFP,tuberculosis growth,others
O=C(CN1CCN(C/C=C/c2ccccc2)CC1)NCc1ccc(Cl)cc1,-10%,3%,i,-1%,33%,
CCOC(=O)N1CCN(c2ccc([N+](=O)[O-])cc2F)CC1C (centres undefined),3%,-1%,0.9%,-5%,74%,
CCN=C(NCC)SC1CC(=O)N(c2cccc(OC)c2)C1=O (centres undefined),-9%,3%,0.8%,-4%,-13%,
CCOC(=O)c1c(S(=O)(=O)NCC(=O)Nc2ccc(OC)cc2)c(C)n(C)c1C,-2%,1%,i,4%,-6%,
N#Cc1cnn2c(C(F)(F)F)cc(-c3ccccc3)nc12,-6%,7%,0.4%,-1%,4%,
Cc1cc(C)c(S(=O)(=O)N2CCC(C(=O)NCc3ccncc3)CC2)c(C)c1,-1%,-19%,0.2%,-5%,-10%,
COc1cc2c(cc1OC)C1=C(C#N)CN(CC(=O)O)CN1CC2,23%,-3%,5.6%,-3%,9%,
Cn1c(O)c(N=Nc2ccccc2[N+](=O)[O-])c2ccccc21,10%,9%,0.7%,-3%,2%,
COc1ccc(C2C3=C(CC(C)(C)CC3=O)Nc3nc(C)nn32)cc1OC (centres undefined),.,7%,1.0%,5%,3%,
CCOC(=O)c1c(CC(C)C)csc1NC(=O)COC(=O)C1=NNC(=O)CC1,-3%,31%,4.9%,3%,1%,
Cc1ccc(-n2c(-c3ccccc3)c[nH]c2=S)cc1,-6%,1%,2.5%,-6%,0%,
OC(COc1ccc(Cl)cc1)CN1CCN(c2ccccc2)CC1 (centres undefined),1%,13%,0.3%,-6%,24%,
COc1ccccc1CN1CCCC(CN(CCN(C)C)C(=O)c2ccc(C)cc2)C1 (centres undefined),-2%,-9%,i,-4%,14%,
CC(=O)N1CCc2cc(S(=O)(=O)N3c4ccccc4CC3C)ccc21 (centres undefined),-7%,6%,i,3%,-2%,
CN(C)CCCn1c(SCC(=O)N2CC(=O)Nc3ccccc32)nc2ccccc2c1=O,-2%,-4%,8.1%,0%,-10%,
COc1ccc(CCNC(=O)C2CCN(c3nn4c(=O)cc(C)nc4s3)CC2)cc1OC,1%,-3%,2.2%,1%,22%,
CS(=O)(=O)c1cccc(C(=O)Nc2ccc3c(c2)OCCCO3)c1,-3%,-9%,2.5%,4%,-13%,
CCOCCCNC(=O)C1(O)c2ccccc2NC(=O)N1c1ccc(Cl)c(Cl)c1 (centres undefined),-24%,8%,0.4%,6%,0%,
CCN1CCN(Cc2ccc(NC(=O)c3ccc(C)c(NC(=O)c4cccc(-c5cn[nH]c(=O)c5)c4)c3)cc2C(F)(F)F)CC1,-2%,58%,1.9%,-6%,73%,
Nc1c(C(=O)N/N=C/c2ccccc2Cl)oc2nc(-c3ccccc3)cc(-c3ccco3)c12,.,5%,13%,9%,7%,
Cc1ccc(-c2noc(-c3ccccc3C(=O)N3CCCC3)n2)cc1,2%,-8%,6.4%,-2%,23%,
CC(=O)N[C@@H](Cc1c[nH]c2ccccc12)C(=O)NC1CCCc2ccccc21 (some centres undefined),2%,-5%,1.5%,-9%,1%,
COCCC1CCCCN1C(=O)c1cccc(OC2CCN(S(C)(=O)=O)CC2)c1 (centres undefined),22%,-4%,i,-4%,-3%,
Cc1c(C(=O)O)sc2ncnc(N3CCCCC3C)c12 (centres undefined),-4%,4%,0.9%,2%,10%,
O=C1NC2c3c(I)sc(I)c3C(=O)C2O1 (centres undefined),0%,.,4.9%,.,.,
Cc1cc(NC(=O)CSc2ccc3nnc(-c4ccc(F)cc4)n3n2)no1,6%,-3%,i,-11%,-4%,
Fc1cc(F)cc(NC(=S)NCCCN2CCOCC2)c1,-11%,2%,0.1%,-11%,-9%,
CCOC(=O)Cc1nn(Cc2nc(-c3ccc(C)cc3)cs2)c(=O)c2ccccc12,7%,-4%,i,8%,2%,
CCCCN(C)CCNC(=O)Cn1c(=O)sc2ccccc21,6%,1%,1.6%,10%,10%,
O=C(c1cccc(C(=O)N2CCN(c3ccc(F)cc3)CC2)c1)N1CCN(c2ccc(F)cc2)CC1,-1%,19%,i,1%,25%,
COc1cccc(/C=N/NC(=O)CCCc2ccc(OC)c(C)c2)c1,25%,1%,0.8%,-5%,4%,
O=C(NCC1CCCO1)C1CCN(S(=O)(=O)Cc2ccccc2)CC1 (centres undefined),-4%,-6%,2.4%,3%,-5%,
O=C(N/N=C/c1ccc(F)cc1)c1cccc(NC(=O)c2ccc(F)cc2)c1,-15%,9%,i,0%,19%,
CCOC(=O)N/N=C/c1cn(CCCOc2ccc(C)cc2)c2ccccc12,14%,14%,0.5%,2%,37%,
COc1cccc(CN2CCNC(=O)C2CC(=O)NCCCn2ccnc2)c1 (centres undefined),-5%,-1%,0.3%,11%,-10%,
O=C(NC1CCCCC1)N(Cc1ccc(F)cc1)Cc1nc2ccccc2c(=O)[nH]1,-3%,-15%,6.3%,8%,12%,
COc1cccc(N(C(=O)c2snc(C(N)=O)c2N)C(C(=O)NCC2CCCO2)c2ccc(F)cc2)c1 (centres undefined),-8%,-3%,1.4%,-8%,2%,
COc1cccc(C2=NOC(C(=O)Nc3cccc(C(C)=O)c3)C2)c1 (centres undefined),3%,.,0.9%,6%,.,
CC(=O)c1cn(Cc2ccc(F)cc2)c2ccccc12,0%,11%,i,3%,15%,
N=C1S/C(=C\c2ccccc2)C(=O)N1c1ccc(F)cc1,6%,-3%,0.3%,-5%,0%,
O=C(CCCSc1nc2ccccc2[nH]1)NC1CCCCC1,4%,0%,i,8%,46%,
CCC1CCC(N2CCN(c3ccccc3F)CC2)CC1 (centres undefined),2%,1%,1.4%,-1%,-7%,
O=C(Cc1cccs1)Nc1nnc(-c2ccc(F)cc2)s1,1%,-2%,2.9%,-19%,-9%,
CCOC(=O)Cn1c2c(c(=N)c3c1CCC3)CCC2,4%,-11%,i,-13%,.,VEEV TC-83 Vero 10K pilot screen=0.0
CC(=O)c1ccc(OCCCC(=O)Nc2cccc(S(=O)(=O)N3CCOCC3)c2)cc1,2%,4%,i,.,16%,
COc1ccc(CCNc2cn[nH]c(=O)c2Cl)cc1OC,8%,1%,2.2%,5%,1%,
CC(=O)Nc1ccc(S(=O)(=O)Nc2nc3ccccc3nc2Nc2ccc(N)cc2)cc1,6%,6%,?,21%,33%,
O=C(Nc1ccccc1)N1CCC(c2ccccc2)C1 (centres undefined),2%,1%,0.2%,0%,65%,VEEV TC-83 Vero 10K pilot screen=0.7
CCc1noc(C)c1C(=O)N1CCCC(CCC(=O)NCc2cccc(OC)c2)C1 (centres undefined),-10%,2%,i,7%,-5%,
O=C(COc1ccc(F)cc1)Nc1ccc(S(=O)(=O)Nc2ncccn2)cc1,2%,14%,1.0%,-5%,40%,
COc1cc(NC(=O)C2CC2)c(C(=O)O)cc1OC,0%,5%,1.1%,-6%,10%,
O=C(NCC(=O)N(c1cccc(F)c1)C(C(=O)NC1CCCC1)c1ccco1)c1ccco1 (centres undefined),1%,-5%,0.4%,-3%,0%,VEEV TC-83 Vero 10K pilot screen=0.0
COc1ccc(-c2oc(=O)c3cc(OC)c(OC)cc3c2/C=C/c2ccc([N+](=O)[O-])cc2)cc1,12%,9%,1.6%,.,.,
Cc1cccc2cc(CN(Cc3ccc(F)cc3)C(=O)N3CCOCC3)c(=O)[nH]c12,-1%,-5%,1.0%,-4%,-10%,
CC(C)(C)NC(=O)CN(Cc1ccc2c(c1)OCO2)C(=O)CNS(=O)(=O)c1ccc(F)cc1,6%,6%,0.3%,-3%,-6%,

# Grouped by structure: those above containing a Cl atom
SMILES,H1N1 NS1A inhibition,H37Rv inhibition,VEEV TC-83 Vero,Salmonella PhoP GFP,tuberculosis growth,others
O=S(=O)(/N=C(/NC(=S)Nc1ccccc1)c1ccccc1)c1ccc(Cl)cc1,3%,16%,i,11%,18%,
O=C(CN1CCN(C/C=C/c2ccccc2)CC1)NCc1ccc(Cl)cc1,-10%,3%,i,-1%,33%,
OC(COc1ccc(Cl)cc1)CN1CCN(c2ccccc2)CC1 (centres undefined),1%,13%,0.3%,-6%,24%,
CCOCCCNC(=O)C1(O)c2ccccc2NC(=O)N1c1ccc(Cl)c(Cl)c1 (centres undefined),-24%,8%,0.4%,6%,0%,
Nc1c(C(=O)N/N=C/c2ccccc2Cl)oc2nc(-c3ccccc3)cc(-c3ccco3)c12,.,5%,13%,9%,7%,
COc1ccc(CCNc2cn[nH]c(=O)c2Cl)cc1OC,8%,1%,2.2%,5%,1%,
